Assay outcomes as filed in PubChem.
MRP resist rev: compounds reversing MRP-mediated drug resistance; differential viability (reversal), % at 10 µM; 0.04% of 85,000 active; H69AR cells + 2 uM doxorubicin, CellTiter-Glo, 72 h; AID 602;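 active = viability drop by adding the cancer drug above about 55%, with treated viability meeting a 40% cutoff, limit read from the data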;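 note: viability without doxorubicin minus viability with 2 µM doxorubicin for each compound; larger differential means the compound sensitizes cells more to doxorubicin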
Bcl-B displacement: displacers of TR3 peptide from Bcl-B, primary screen, selectivity assay for Bfl-1 inhibitor project, biochemical, fluorescence polarization. one-dose displacement, % at 20 µM; IC50 in µM for titrated hits. 0.11% of 96,000 active. FP displacement of FITC-TR3 peptide from Bcl-B; higher % means a stronger effect;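 active = displacement above 50% at 20 µM plus a fluorescence interference ratio under 1.5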;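 note: plate controls were wells without compound for no effect and wells lacking Bcl-B protein for full effect; a part of the inactive calls stands beside numbers as strong as those of hits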
IL1B NFkB inh: blocks IL-1B driven NFkB nuclear translocation in HUVEC cells. HUVEC IL-1B NFkB p65 nuclear translocation imaging. inhibition, % at 2 µM. 0.43% of 94,000 active. AID 796;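 active = inhibition above about 30% together with a positive call from visual inspection of the well image, limit read from the data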;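 note: nuclear over cytoplasmic p65 intensity ratio measured by imaging; 0% = IL-1B stimulated DMSO wells and 100% = unstimulated DMSO wells; values of inactives mirror those of a sister screen read the other way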
PLAP inhibitors HTS: inhibition of human placental alkaline phosphatase – biochemical, luminescence, HTS (AID 690); purified PLAP, luminescent substrate; higher % means a stronger effect; one-dose inhibition, % at 20 µM; IC50 in µM for titrated hits; 0.08% of 96,000 active; in the data active = a potency from the dose series; inactive = the rest, 99 in 100 with inhibition below about 30%; note: strong numbers were not always called active
IL1B NFkB pot: enhances IL-1B driven NFkB nuclear translocation | HUVEC IL-1B NFkB p65 nuclear translocation imaging | activation, % at 2 µM | 0.3% of 94,000 active | AID 819;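 active = activation above 40%, about the mean plus 3 SD, also judged a hit on visual image review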;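 note: percent activation is computed from the nuclear over cytoplasmic p65 intensity ratio; values of inactives mirror those of a sister screen read the other way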
MRP resist rev cytotoxicity: further read-out of MRP resist rev, marked with its call; viability, %; H69AR cells, CellTiter-Glo, 72 h; measured here: cytotoxicity without doxorubicin
MRP resist rev with doxorubicin: second read-out of MRP resist rev, no call of its own (marks repeat the call); viability, %; measured here: viability with 2 uM doxorubicin; hits give low values
IL1B NFkB inh cell count 2 µM: further read-out of IL1B NFkB inh, marked with its call; cell count; measured here: cells passing quality filter;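 raw number of nuclei counted in each imaged well without normalization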
IL1B NFkB pot cell count 2 µM: second read-out of IL1B NFkB pot, no call of its own (marks repeat the call); cell count; measured here: cells passing quality filter
* hit, by the source's call; nt = no result given. The list is partial; count on the stated rates, not on these rows.

Values in the order: MRP resist rev | MRP resist rev cytotoxicity | MRP resist rev with doxorubicin | Bcl-B displacement | IL1B NFkB inh | IL1B NFkB inh cell count 2 µM | PLAP inhibitors HTS | IL1B NFkB pot | IL1B NFkB pot cell count 2 µM
1: CN(CC(=O)NC1CCCCC1)S(=O)(=O)c1ccc(Br)s1
    11 | 96 | 85 | -3% | -8 | 68 | -9% | 8 | 68
2: Cc1cc(C)n(-c2cc(N3CCN(C(=O)c4ccccc4C)CC3)ccc2[N+](=O)[O-])n1
    nt | nt | nt | nt | 7 | 131 | nt | -7 | 131
3: COc1cccc(OCC(O)CO)c1 (configuration not stated)
    -11 | 80 | 92 | 0% | -4 | 119 | 3% | 4 | 119
4: Cc1noc(NS(=O)(=O)c2ccc(NC(=O)CSc3nc4c(cc3C#N)CCC4)cc2)c1C
    nt | nt | nt | 0% | -68 | 52 | -31% | 68* | 52*
5: COCCn1c(SCC(=O)Nc2cc(C)cc(C)c2)nnc1C(C)C
    -7 | 76 | 83 | -12% | 8 | 164 | -35% | -8 | 164
6: CCc1nc(SCC(=O)N2CC(=O)Nc3ccccc32)c2c(C)c(C)sc2n1
    nt | nt | nt | -6% | -3 | 130 | 1% | 3 | 130
7: O=C(N/C=C\c1ccccc1)NCc1ccc(Cl)cc1
    nt | nt | nt | 5% | -6 | 185 | 6% | 6 | 185
8: CCOC(=O)c1c(CNCCN(CC)CC)n(C)c2cc(Br)c(OC)cc12
    7 | 33 | 26 | -9% | -15 | 146 | -66% | 15 | 146
9: CC/C(C)=C1\SC(N2CCOCC2)=NC1=O
    15 | 90 | 75 | 8% | -3 | 152 | 16% | 3 | 152
10: CCN1CCN(C(=O)CN2C(=O)c3cccc4cccc2c34)CC1
    -17 | 65 | 83 | nt | -1 | 143 | nt | 1 | 143
11: Cc1ccc(S(=O)(=O)N2CCN(S(=O)(=O)N3CCCCC3)CC2)cc1
    6 | 91 | 85 | -1% | -4 | 143 | 4% | 4 | 143
12: CCCCN(C(=O)NC(=O)Nc1ccccc1OC)S(C)(=O)=O
    6 | 100 | 94 | 12% | 8 | 175 | 1% | -8 | 175
13: CCOc1ccc(S(=O)(=O)NCc2ccccn2)cc1
    -3 | 106 | 109 | -9% | 2 | 139 | -97% | -2 | 139
14: CCNC(=O)COc1ccc(Br)cc1Cl
    5 | 101 | 96 | -8% | -12 | 122 | 15% | 12 | 122
15: Clc1ccc(C=NC23CN4CN(CN(C4)C2)C3)cc1
    2 | 97 | 95 | -7% | 0 | 100 | 14% | 0 | 100
16: CC(=O)Nc1ccc2[nH]c(C)c(CC=C(Cl)Cl)c(=O)c2c1
    -6 | 95 | 102 | 6% | -6 | 188 | 20% | 6 | 188
17: CC(=O)N1CCN=C1SCc1ccccc1Cl
    2 | 86 | 84 | -4% | 2 | 161 | -14% | -2 | 161
18: Clc1ccc(CSc2nnc(/C=C/c3ccccc3)o2)cc1
    nt | nt | nt | 0% | -1 | 127 | 18% | 1 | 127
19: COc1ccc(OCCn2c(NC(=O)c3ccco3)nc3ccccc32)cc1
    2 | 39 | 37 | -3% | nt | nt | -2% | nt | nt
20: CCOCCCNC(=S)N1C2CCC1CC(NC(=O)NC1CCCCC1)C2 (configuration not stated)
    nt | nt | nt | 5% | -1 | 134 | -2% | 1 | 134
21: O=C(c1noc2c1CCCC2)N1CCN(C(c2ccccc2)c2ccccc2)CC1
    27 | 96 | 69 | -15% | nt | nt | 5% | nt | nt
22: CC1CC(c2ccccc2)n2nc(NC(=O)c3cccs3)nc2N1 (configuration not stated)
    20 | 92 | 71 | -6% | -13 | 189 | -105% | 13 | 189
23: CCN(CC(=O)Nc1ccc2c(c1)OCCO2)C(=O)c1cccc(S(=O)(=O)N2CCOCC2)c1
    18 | 101 | 83 | 4% | 10 | 103 | -3% | -10 | 103
24: O=C(CSc1nccc2ccccc12)N1CCN(c2ccccn2)CC1
    5 | 99 | 94 | 10% | 14 | 154 | -17% | -14 | 154
25: CCOC(=O)c1nnn(-c2nonc2-n2cccc2)c1C
    -8 | 89 | 97 | -11% | -10 | 172 | -31% | 10 | 172
26: COc1cccc(C2CC(=O)Nc3cc(OC)c(OC)c(OC)c32)c1OC (configuration not stated)
    10 | 91 | 81 | -9% | 12 | 167 | -18% | -12 | 167
27: O=C(COC(=O)c1cccs1)NCc1ccco1
    -19 | 93 | 112 | nt | nt | nt | -28% | nt | nt
28: Cc1ccc(-c2ccc(=O)n(CC(=O)NCCCN3CCCCC3)n2)cc1
    20 | 98 | 78 | 3% | -30 | 138 | -44% | 30 | 138
29: CCN1CCN(C(=O)c2cc3sccc3n2CC(=O)c2ccccc2)CC1
    11 | 90 | 79 | -4% | -24 | 168 | -42% | 24 | 168
30: O=C(CSc1nccc(-c2ccc(Br)cc2)n1)NCCc1ccccc1
    nt | nt | nt | 1% | nt | nt | 6% | nt | nt
31: COc1ccc(Cc2nc3ccc(S(=O)(=O)N4CCOCC4)cc3[nH]2)cc1OC
    5 | 95 | 90 | -1% | 2 | 164 | -42% | -2 | 164
32: CCCCN(C(=O)NC(=O)Nc1cccc(C)c1C)S(C)(=O)=O
    19 | 93 | 73 | -7% | -1 | 68 | 20% | 1 | 68
33: CCN(CCCNC(=O)C1CCC(=O)N1Cc1ccc(C)cc1)c1cccc(C)c1 (configuration not stated)
    5 | 88 | 83 | -3% | -8 | 125 | -45% | 8 | 125
34: CCOc1ccc(CNC(=O)c2cc3oc4ccccc4c3n2C)cc1
    -1 | 109 | 110 | -4% | 7 | 167 | -9% | -7 | 167
35: CCn1c(SCC(=O)NCc2ccco2)nc2cccnc21
    -17 | 86 | 103 | -1% | -1 | 121 | 7% | 1 | 121
36: O=C(CSC1=NS(=O)(=O)c2ccccc21)Nc1ccccc1
    -65 | 19 | 84 | 3% | -12 | 76 | -17% | 12 | 76
37: Cc1ccc(C2c3c(-c4ccccc4O)n[nH]c3C(=O)N2Cc2ccncc2)cc1 (configuration not stated)
    -13 | 8 | 21 | -16% | -32 | 117 | -66% | 32 | 117
38: CN(C)c1nc(OCCOC(=O)c2ccccc2)nc(N(C)C)n1
    12 | 93 | 81 | -7% | 10 | 83 | -48% | -10 | 83
39: CC(C)n1cc(C(=O)c2cc(Br)ccc2O)cc(C#N)c1=O
    13 | 100 | 87 | -3% | -5 | 101 | -36% | 5 | 101
40: O=C(/C=C/c1ccc(Cl)cc1)c1cccnc1
    -18 | 38 | 56 | 2% | -14 | 162 | 22% | 14 | 162
41: Cc1cccc(-c2cc3c(nn2)-c2ccccc2C3=O)c1
    -27 | 19 | 46 | 2% | -17 | 155 | 16% | 3 | 64
42: CCSc1nc(N)c2c3c(sc2n1)CCC3
    27 | 100 | 73 | -31% | 1 | 131 | -7% | -1 | 131
43: CCCn1c(/N=C/c2c[nH]c3ccccc23)nc2ccccc21
    -2 | 95 | 97 | 1% | -9 | 189 | -4% | 9 | 189
44: O=C(O)c1cccnc1SCC(=O)N1CCCCCC1
    -1 | 91 | 92 | -4% | -10 | 149 | 4% | 10 | 149
45: CC(=O)C1C(=O)C=C(c2ccco2)CC1c1ccccc1 (configuration not stated)
    1 | 87 | 86 | -4% | nt | nt | -59% | nt | nt
46: COc1ccc(C(=O)O/N=C/c2ccc(S(=O)c3ccc(Cl)cc3)nc2)cc1 (configuration not stated)
    nt | nt | nt | 0% | 5 | 148 | -10% | -5 | 148
47: CCOC(=O)c1c(N)n(CC(C)NC(=O)C2CC2)c2nc3ccccc3nc12 (configuration not stated)
    nt | nt | nt | -6% | 8 | 163 | -7% | -8 | 163
48: O=C(c1ccc2c(c1)OCO2)N1CCN(C(=O)c2ccco2)CC1
    19 | 92 | 73 | 5% | -14 | 96 | 4% | 14 | 96
49: COc1ccc(S(=O)(=O)N2CCN(CCC(=O)Nc3ccccc3F)CC2)cc1
    14 | 88 | 74 | 13% | nt | nt | 15% | nt | nt
50: CCc1nnc(NC(=O)C2CCCN(c3nc4ccccc4s3)C2)s1 (configuration not stated)
    -8 | 75 | 84 | -6% | -3 | 121 | -4% | 3 | 121
51: COc1ccccc1N1CCN(CCCNC(=O)Nc2ccccc2C)CC1
    7 | 99 | 93 | 3% | 6 | 187 | -1% | -6 | 187
52: COc1ccc(OC)c2c(N3CCN(C)CC3)cc(C(F)(F)F)nc12
    2 | 73 | 72 | -8% | 6 | 165 | -28% | -6 | 165
53: C(=N\N(c1ccccc1)c1ccccc1)/c1ccc2c(c1)OCO2
    nt | nt | nt | -4% | -2 | 148 | 16% | 2 | 148
54: COc1ccc(Br)cc1CNCCSc1nnnn1C
    3 | 97 | 94 | 3% | -10 | 103 | -11% | 10 | 103
55: CCN(CC)CCCNC(=O)CC1Sc2ccccc2NC1=O (configuration not stated)
    nt | nt | nt | 16% | -8 | 131 | 5% | 8 | 131
56: Cc1ccc(SCCC(=O)N2CCC(C)CC2)cc1
    -5 | 88 | 93 | nt | 2 | 73 | nt | -2 | 73
57: CCOC(=O)c1c(CN(C)C)oc2cc(CN(C)C)c(O)c(CSc3ccccc3)c12
    -6 | 50 | 56 | 3% | -18 | 99 | -73% | 18 | 99
58: N=c1c2c(n(Cc3ccccc3)c3c1CCC3)CCC2
    13 | 89 | 76 | -20% | 4 | 137 | 36% | -4 | 137
59: Cc1ccc(-c2nnc(SCC(=O)N3c4ccccc4NC(=O)C3(C)C)n2N)cc1
    -36 | 52 | 88 | 0% | 10 | 80 | 18% | -10 | 80
60: CC(C)C1C(C#N)=C(N)SC(N)=C1C#N
    -4 | 90 | 94 | -6% | 17 | 91 | 4% | -17 | 91

Arranged by value in IL1B NFkB pot cell count 2 µM (falling): 3 of the compounds above
item | SMILES | IL1B NFkB pot cell count 2 µM
3 | COc1cccc(OCC(O)CO)c1 (configuration not stated) | 119
54 | COc1ccc(Br)cc1CNCCSc1nnnn1C | 103
32 | CCCCN(C(=O)NC(=O)Nc1cccc(C)c1C)S(C)(=O)=O | 68

Continued.
Values in the order: MRP resist rev | MRP resist rev cytotoxicity | MRP resist rev with doxorubicin | Bcl-B displacement | IL1B NFkB inh | IL1B NFkB inh cell count 2 µM | PLAP inhibitors HTS | IL1B NFkB pot | IL1B NFkB pot cell count 2 µM
61: CCN(CC)c1ccc(/C=N/N2CCOCC2)cc1
    nt | nt | nt | -5% | -8 | 132 | 19% | 8 | 132
62: CCn1c(SCC(=O)N2CCc3ccccc32)nnc1-c1ccco1
    nt | nt | nt | -7% | -10 | 118 | 1% | 10 | 118
63: Nc1ccc(-n2nncc2-c2ccccc2)cc1
    18 | 104 | 86 | nt | 0 | 112 | nt | 0 | 112
64: NC(=O)c1oc2ccccc2c1NC(=O)CCc1ccccc1
    2 | 94 | 92 | -2% | nt | nt | 18% | nt | nt
65: COc1ccc(/C=N/NC(=O)C(Cc2c[nH]c3ccccc23)NC(=O)OCC(C)C)cc1[N+](=O)[O-] (configuration not stated)
    nt | nt | nt | -3% | -8 | 133 | -14% | 8 | 133
66: Cc1cc(C(F)F)n2ncc(C(=O)NC3CCCCCC3)c2n1
    -8 | 85 | 92 | -6% | -3 | 150 | 19% | 3 | 150
67: Cc1cc(SCC(=O)NC(=O)NCc2ccco2)nc2ccccc12
    -10 | 61 | 71 | -11% | -3 | 207 | 13% | 3 | 207
68: Oc1c(CN2CCCCC2)cc(Br)c2cccnc12
    nt | nt | nt | 22% | -34 | 149 | -63% | 34 | 149
69: CCOc1ccc(C2CC(=O)c3c([nH]c(C(=O)OC)c3C)C2)cc1OC (configuration not stated)
    3 | 84 | 81 | 2% | -3 | 71 | 12% | 3 | 71
70: COCCNC(=O)CCc1nc(-c2ccccc2)no1
    -6 | 98 | 103 | 0% | 0 | 144 | 14% | 0 | 144
71: COc1ccc(NC(=O)Cn2nnc(C(=O)NCc3cccc(OC)c3)c2N)cc1
    -8 | 103 | 112 | 1% | -1 | 186 | -2% | 1 | 186
72: CCOc1ccc(NS(=O)(=O)N(C)C)cc1
    -20 | 63 | 83 | -4% | -22 | 104 | -19% | 22 | 104
73: CC(Sc1nnc(COc2ccc3ccccc3c2)n1C)C(=O)O (configuration not stated)
    -8 | 73 | 80 | -1% | 4 | 116 | -19% | -4 | 116
